Source: PubChem (Broad Institute)
RAD54 inh – blocks human RAD54 Holliday junction branch migration. Q92698. FAM/BHQ fluorescence. inhibition, % at 10.4 µM. 360,000 compounds, 0.14% hits. AID 602329;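 active means mean normalized replicate activity at least 40 and at least half of replicates scoring 40 or more; inconclusive means only one of the two criteria met; inactive means mean below 40 and under half of replicates reaching 40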;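 further: 0% = median of neutral control wells and 100% = median of positive control wells; inhibitors cause a drop in the FAM fluorescence signal; in these data hits start at about 50%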
RAD52 inh – RAD52 (human) annealing inhibition; inhibition, % at 18.7 µM; 360,000 compounds, 0.46% hits; recombinant RAD52 DNA annealing, FRET fluorescence; P43351;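 active means every replicate showing at least 50% inhibition; inconclusive means mean inhibition at least 50% but not in every replicate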
Target sequence (P43351 whole entry, looked up): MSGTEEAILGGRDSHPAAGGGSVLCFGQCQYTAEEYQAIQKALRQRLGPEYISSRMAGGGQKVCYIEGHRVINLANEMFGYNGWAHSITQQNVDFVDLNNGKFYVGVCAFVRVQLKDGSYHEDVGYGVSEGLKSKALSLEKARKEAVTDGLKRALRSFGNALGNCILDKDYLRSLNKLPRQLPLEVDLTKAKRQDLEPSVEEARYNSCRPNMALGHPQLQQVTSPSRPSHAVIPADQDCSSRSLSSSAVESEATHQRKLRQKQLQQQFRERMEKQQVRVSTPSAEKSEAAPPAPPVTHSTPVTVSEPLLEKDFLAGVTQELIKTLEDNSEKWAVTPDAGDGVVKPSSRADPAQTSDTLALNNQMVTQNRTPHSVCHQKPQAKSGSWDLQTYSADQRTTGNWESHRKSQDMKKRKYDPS
S100A4 inh HTS – inhibitors of human S100A4 binding to myosin IIA peptide | inhibition, % at 10.7 µM | AID 652163 | P26447 | S100A4/TAMRA-MyoIIA peptide fluorescence polarization | 360,000 compounds, 0.14% hits;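 active means mean inhibition of at least 70% across replicates, with every replicate also reaching that level; inconclusive means mean inhibition reaches 70% but some replicates fall short; inactive means mean inhibition below 70%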
Target sequence (P26447 whole entry, looked up): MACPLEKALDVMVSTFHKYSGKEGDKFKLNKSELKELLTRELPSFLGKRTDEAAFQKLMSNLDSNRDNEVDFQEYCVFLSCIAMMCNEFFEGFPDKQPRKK
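incubation = readout 5 min after mixing, signal stable up to 60 min | system = S100A4 monomer protein | buffer or medium = HEPES pH 7.2 with CaCl2, KCl, NaCl, DTT, Triton | benchmarks = neutral control DMSO, positive control TFP | also added = fluorescent myosin IIA peptide, 5 nM | compound dosing = one concentration per compound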
Xi reactivation – X-chromosome reactivation activator; activation, % at 7.58 µM; XiGFP mouse fibroblasts, % GFP-positive cells imaging, 3 d; cells co-treated with 5-aza-dC sensitizer; scaled so ellipticine positive control = 100%; 360,000 compounds, 0.055% hits;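 active means mean normalized replicate activation at least 10% and every replicate at or above 10%; inconclusive means only one of the two criteria met; inactive means mean below 10% and not all replicates reach 10%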;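 further: 0% = median of on-plate neutral control wells and 100% = ellipticine 6 µM median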
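Material: XiGFP fibroblasts, SV40-immortalized. Buffer or medium: DMEM plus 5-aza-dC sensitizer. Compound: single concentration per compound, delivered by pin transfer. Times: 3 days compound exposure. Controls: ellipticine 6 µM.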
esBAF inh – inhibitors of esBAF chromatin remodeling in mouse ES cells. Bmi1-luciferase knock-in reporter, 24 h; 100% = twice the neutral-well signal. 350,000 compounds, 2% hits. reporter increase, % at 12.5 µM; in the data active means activation above about 40%; inconclusive means no clear call, values can overlap the other calls;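 further: 0% = median of the plate's neutral control wells and 100% = double that signal; a rise in the Bmi1 reporter signal indicates esBAF inhibition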
ERp5 block – inhibitors of human ERp5 | inhibition, % at 9.99 µM | ERp5 insulin aggregation, absorbance 650 nm, 90 min | 350,000 compounds, 0.05% hits | Q15084;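 active means mean replicate inhibition above about 25%, with every replicate also reaching it, limit read from the data, passing the limit was not always enough; inconclusive means only one of those two criteria met; inactive means neither criterion met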
Target sequence (Q15084 whole entry, looked up): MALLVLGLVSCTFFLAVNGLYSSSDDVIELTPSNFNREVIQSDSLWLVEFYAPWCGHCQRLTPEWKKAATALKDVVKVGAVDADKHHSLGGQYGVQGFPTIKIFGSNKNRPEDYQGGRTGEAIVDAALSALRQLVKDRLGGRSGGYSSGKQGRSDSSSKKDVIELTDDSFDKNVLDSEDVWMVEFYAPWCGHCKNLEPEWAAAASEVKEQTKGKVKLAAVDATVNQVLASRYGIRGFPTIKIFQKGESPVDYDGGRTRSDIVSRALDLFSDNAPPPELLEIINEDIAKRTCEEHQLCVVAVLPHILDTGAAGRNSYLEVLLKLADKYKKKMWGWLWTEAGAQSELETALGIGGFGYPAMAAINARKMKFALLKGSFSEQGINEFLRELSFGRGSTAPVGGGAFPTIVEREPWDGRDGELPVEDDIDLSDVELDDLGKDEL
ERAP1 inh – blocks human ERAP1 aminopeptidase activity | Q9NZ08 | recombinant ERAP1, Leu-AMC fluorescence, 60 min | inhibition, % at 10.7 µM | 340,000 compounds, 0.15% hits | AID 652197;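 active means mean replicate inhibition of at least 30%, or all replicates individually reaching that 30% level; inactive means mean below 30% and not every replicate reaching it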;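 further: 0% = neutral control wells and 100% = L-leucinethiol positive control wells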
E-selectin induc – induces E-selectin expression in human endothelial cells. P16581. HUVEC E-selectin immunofluorescence imaging; normalized: neutral wells 0, TNF-alpha wells 100. activation, % at 7.58 µM. 260,000 compounds, 0.37% hits;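 active means mean E-selectin-positive cell signal at least 10% of the positive control, reached in at least 60% of replicates, without over 20% cell loss; inconclusive means no rule given, readout overlaps actives, possibly toxicity-flagged; inactive means the rest, including those meeting only one limit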;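 further: in these data hits start at about 27%; measured in HUVEC primary endothelial cells; signal is the percent of cells scored E-selectin positive by PE staining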
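Read-out basis: % PE-positive cells; Test system: HUVEC primary endothelial cells; Technique: immunofluorescence imaging; Dosing: single-point compound dose.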
An asterisk follows results filed as active; ? = inconclusive; / = no result given.

1) CO[C@H]1CN(C)C(=O)c2cc(NC(=O)C3CC3)ccc2OC[C@@H](C)N(CC2CCOCC2)C[C@@H]1C
2) COc1ccc(C(=O)Nc2ccccc2C(=O)Nc2cccnc2)cc1
3) Nc1cc(=O)nc(SCC(=O)Nc2ccccc2Cl)n1-c1ccccc1
4) CC(=O)c1cccc(NC(=O)NCc2ccccn2)c1
5) CCCN(C)C[C@H]1OCCCC[C@@H](C)Oc2ccc(NS(=O)(=O)c3ccc(F)cc3)cc2C(=O)N([C@@H](C)CO)C[C@H]1C
6) CCOc1ccc(NC(=S)Nc2ccccc2C2CC2)cc1
7) O=[N+]([O-])c1ccc(NN=C2CC3CCC2C3)c([N+](=O)[O-])c1 (centres undefined)
8) c1ccc(CCNCc2cccs2)nc1
9) CCOc1cc(/C=C2/N=C(c3ccc4c(c3)OCO4)OC2=O)ccc1OC(C)=O
10) C[C@@H]1CN([C@@H](C)CO)S(=O)(=O)c2ccc(-c3cccc(C(=O)N(C)C)c3)cc2O[C@H]1CN(C)C

entry no. | 1 | 2 | 3 | 4 | 5 | 6 | 7 | 8 | 9 | 10
RAD54 inh | -13 | / | / | 1 | 2 | / | -15 | 10 | 1 | 3
RAD52 inh | 9 | -16 | -4 | -11 | 23 | -3 | -15 | -25 | -16 | 6
S100A4 inh HTS | 1 | 3 | -7 | 6 | -1 | 2 | 1 | -2 | -2 | -11
Xi reactivation | -0.5 | 0.3 | 0.0 | / | 0.2 | 0.1 | 0.1 | -0.2 | 0.2 | 0.3
esBAF inh | -7 | 22 | / | 28 | 2 | 10 | 4 | 1 | 32 | -2
ERp5 block | -3 | 0 | -4 | 6 | 3 | -5 | 3 | -4 | 7 | -6
ERAP1 inh | 3 | -2 | 1 | -6 | 2 | 0 | -1 | -2 | 0 | -2
E-selectin induc | 0.2 | / | -0.2 | / | -0.1 | / | -0.2 | / | ? | 0.0

11) O=C(NCCc1ccccc1)c1cccnc1N1CCCCCC1
12) Cn1c(C(=O)N2CCCC2)cc2c(=O)n(C)c3ccccc3c21
13) N#C[C@H]1[C@@H](c2ccc(C3=CCCCC3)cc2)[C@@H](CO)N1C(=O)NC1CCCC1
14) O=C(Nc1cccc(F)c1)N1CC(=O)N2[C@H](C1)[C@H](c1ccc(-c3ccccc3F)cc1)[C@@H]2CO
15) COc1cc(C(=O)NNC(=O)c2nn(C)c(=O)c3ccccc23)cc(OC)c1OC
16) Cc1cnc(NC(=O)c2cccs2)s1
17) C=CCN(C(=O)c1csnn1)C(C(=O)NC1CCCC1)c1ccc(OC)cc1 (centres undefined)
18) CCC(CC)COC(=O)C1=C(C)NC(=O)NC1c1ccc(OC)cc1 (centres undefined)
19) C/C=C/c1ccccc1[C@@H]1[C@@H](C#N)N(C(=O)Cc2ccccn2)[C@H]1CO
20) CC1CCC2(CC1)NC(=O)N(CC(=O)Nc1cccc(S(=O)(=O)N(C)c3ccccc3)c1)C2=O (centres undefined)

entry no. | 11 | 12 | 13 | 14 | 15 | 16 | 17 | 18 | 19 | 20
RAD54 inh | / | -2 | / | / | -4 | 5 | 8 | -4 | / | 19
RAD52 inh | -11 | -2 | -10 | -21 | -10 | -4 | -5 | 0 | -20 | -25
S100A4 inh HTS | 5 | 3 | -1 | 8 | 11 | -2 | -6 | -1 | 16 | -19
Xi reactivation | / | 0.4 | 0.2 | 0.1 | 0.0 | 0.3 | 0.0 | -0.1 | 0.0 | 0.0
esBAF inh | / | 2 | / | / | / | 6 | 1 | 5 | / | -3
ERp5 block | -4 | 3 | 1 | -1 | 0 | 3 | 3 | 2 | 1 | 2
ERAP1 inh | 1 | 0 | -1 | 0 | 1 | 1 | 3 | 1 | -3 | -2
E-selectin induc | / | -0.1 | 0.1 | 0.3 | 0.0 | 0.4 | / | -0.2 | 0.0 | /

Compounds shown so far that contain a cyano group:
13) N#C[C@H]1[C@@H](c2ccc(C3=CCCCC3)cc2)[C@@H](CO)N1C(=O)NC1CCCC1
19) C/C=C/c1ccccc1[C@@H]1[C@@H](C#N)N(C(=O)Cc2ccccn2)[C@H]1CO

entry no. | 13 | 19
RAD54 inh | / | /
RAD52 inh | -10 | -20
S100A4 inh HTS | -1 | 16
Xi reactivation | 0.2 | 0.0
esBAF inh | / | /
ERp5 block | 1 | 1
ERAP1 inh | -1 | -3
E-selectin induc | 0.1 | 0.0

(continued)
21) CC(=O)N(C)C[C@@H]1Oc2ncc(C#C[C@@H](C)O)cc2C(=O)N([C@@H](C)CO)C[C@@H]1C
22) Cc1ccc(C(=O)N/N=C/C2=Cc3ccccc3OC2C)cc1 (centres undefined)
23) COc1ccc(/C(C)=N/NC(=O)C(NC(=O)c2ccccc2)c2n[nH]c(=O)c3ccccc23)c(OC)c1 (centres undefined)
24) OCC1(CC2CCCCO2)CCN(Cc2cccc(O)c2)CC1 (centres undefined)
25) Cc1ccc(C(=O)N2CCOCC2)cc1S(=O)(=O)N1CCCC1
26) COc1ccc(NC(=S)N(CCN2CCOCC2)Cc2cc3cc4c(cc3[nH]c2=O)OCCO4)cc1
27) O=C(c1ccc(CSc2nc3ccncc3[nH]2)cc1)N1CCCCCC1
28) N#CCN1C(=O)C2CCCN2c2ccc(S(=O)(=O)N3CCOCC3)cc21 (centres undefined)
29) Cc1cc(S(=O)(=O)N2CCOCC2)ccc1OCC(=O)Nc1cccc(C(F)(F)F)c1
30) N#C[C@H]1[C@@H](c2ccc(-c3ccc(F)cc3)cc2)[C@H](CO)N1C(=O)Cc1ccccc1

entry no. | 21 | 22 | 23 | 24 | 25 | 26 | 27 | 28 | 29 | 30
RAD54 inh | -3 | / | 1 | / | 7 | -4 | -3 | / | -5 | 10
RAD52 inh | 8 | -17 | -23 | -11 | -11 | -45 | -5 | -22 | -5 | -20
S100A4 inh HTS | 12 | 10 | -2 | 17 | 1 | 1 | 1 | -8 | -12 | -3
Xi reactivation | -0.2 | 0.0 | 0.1 | 0.3 | 0.0 | 0.6 | 0.1 | 0.3 | 0.2 | 0.3
esBAF inh | -3 | / | 6 | / | 1 | -1 | -13 | / | 5 | 3
ERp5 block | 2 | 0 | -12 | -7 | 4 | -2 | -4 | -4 | 2 | -2
ERAP1 inh | -6 | 2 | 2 | 0 | -7 | 2 | -4 | 1 | -3 | -3
E-selectin induc | -0.3 | / | 5.2 | / | -0.1 | 6.3 | 2.3 | / | / | 0.2

31) O=C(Nc1ccccc1)C1CCN(C(=O)c2ccco2)CC1
32) C[C@H]1CN([C@@H](C)CO)C(=O)c2cc(C#CCN(C)C)cnc2O[C@@H]1CN(C)C(=O)Nc1cccc(F)c1
33) COc1ccc([Si](C)(C)[C@H]2[C@H](CCO)O[C@@]3(C(=O)N(Cc4cccc(N5CCOC5=O)c4)c4ccccc43)[C@@H]2C)cc1
34) O=C(NN=C1CCCC1)C1COc2ccccc2O1 (centres undefined)
35) CCC(=O)CN(Cc1cc(OC)ccc1OC)S(=O)(=O)c1ccccc1Br
36) CCN(CC)C(=O)C1=C(C)N(Cc2ccc(F)cc2)C(=O)C(CC(=O)NCC2CCCCC2)C1 (centres undefined)
37) CCOC(=O)c1cc(-c2cccs2)nc2c1c(C)nn2-c1ccccn1
38) CC(=O)N1CCCc2cc(S(=O)(=O)CCC(=O)Nc3cccc(C)c3C)ccc21
39) COc1ccc(COC(=O)c2cccc(S(=O)(=O)N3CCN(C(C)=O)CC3)c2)cc1F
40) O=C(N/N=C\c1cn[nH]c1-c1ccc(Cl)cc1)c1cccs1

entry no. | 31 | 32 | 33 | 34 | 35 | 36 | 37 | 38 | 39 | 40
RAD54 inh | 13 | -4 | / | / | 6 | -4 | -4 | -3 | -17 | 1
RAD52 inh | -16 | -13 | 17 | -7 | -12 | -8 | -44 | -11 | -4 | 3
S100A4 inh HTS | -5 | -7 | 7 | 1 | -4 | -1 | -5 | -6 | -3 | -29
Xi reactivation | 0.0 | 0.4 | / | 0.0 | -0.1 | 0.2 | -0.2 | 0.1 | 0.1 | 0.0
esBAF inh | -4 | -8 | / | / | -5 | 0 | -5 | -5 | -24 | -9
ERp5 block | -5 | -5 | 1 | 5 | 0 | 3 | 2 | 4 | 2 | 0
ERAP1 inh | -3 | 3 | 1 | -4 | 0 | / | 0 | 0 | 0 | 1
E-selectin induc | / | -0.2 | / | / | 0.0 | 4.2 | -0.1 | -0.1 | -0.3 | -0.2

41) COc1ccc(CCNC(=O)Nc2cccs2)c(OC)c1
42) CCc1nc2ccc(C(=O)NCc3ccc4c(c3)OCO4)cn2c1N(CC)CCOC
43) Cc1ccc(SCC(=O)NNC(=O)c2ccccc2)cc1C
44) COC(=O)[C@@]12C[C@@H](CC(=O)NCCCCc3ccccc3)C(=O)N(Cc3ccc4c(c3)OCO4)C1=CCC(C)(C)C2
45) O=C(Nc1ccc(Cl)c(Cl)c1)N[C@@H]1CC[C@H](CCn2cc(C3CCCC3)nn2)O[C@H]1CO

entry no. | 41 | 42 | 43 | 44 | 45
RAD54 inh | 4 | 8 | 2 | / | /
RAD52 inh | -15 | -3 | -15 | 2 | 12
S100A4 inh HTS | -3 | -7 | 0 | 0 | 6
Xi reactivation | 0.2 | 0.1 | 0.1 | 0.1 | 0.0
esBAF inh | 2 | 11 | -7 | / | /
ERp5 block | 0 | 10 | 3 | 2 | 9
ERAP1 inh | 0 | -3 | -4 | -2 | 3
E-selectin induc | 0.0 | -0.1 | / | -0.1 | 0.1

Among those listed so far, 7 have fluorine:
5) CCCN(C)C[C@H]1OCCCC[C@@H](C)Oc2ccc(NS(=O)(=O)c3ccc(F)cc3)cc2C(=O)N([C@@H](C)CO)C[C@H]1C
14) O=C(Nc1cccc(F)c1)N1CC(=O)N2[C@H](C1)[C@H](c1ccc(-c3ccccc3F)cc1)[C@@H]2CO
29) Cc1cc(S(=O)(=O)N2CCOCC2)ccc1OCC(=O)Nc1cccc(C(F)(F)F)c1
30) N#C[C@H]1[C@@H](c2ccc(-c3ccc(F)cc3)cc2)[C@H](CO)N1C(=O)Cc1ccccc1
32) C[C@H]1CN([C@@H](C)CO)C(=O)c2cc(C#CCN(C)C)cnc2O[C@@H]1CN(C)C(=O)Nc1cccc(F)c1
36) CCN(CC)C(=O)C1=C(C)N(Cc2ccc(F)cc2)C(=O)C(CC(=O)NCC2CCCCC2)C1 (centres undefined)
39) COc1ccc(COC(=O)c2cccc(S(=O)(=O)N3CCN(C(C)=O)CC3)c2)cc1F

entry no. | 5 | 14 | 29 | 30 | 32 | 36 | 39
RAD54 inh | 2 | / | -5 | 10 | -4 | -4 | -17
RAD52 inh | 23 | -21 | -5 | -20 | -13 | -8 | -4
S100A4 inh HTS | -1 | 8 | -12 | -3 | -7 | -1 | -3
Xi reactivation | 0.2 | 0.1 | 0.2 | 0.3 | 0.4 | 0.2 | 0.1
esBAF inh | 2 | / | 5 | 3 | -8 | 0 | -24
ERp5 block | 3 | -1 | 2 | -2 | -5 | 3 | 2
ERAP1 inh | 2 | 0 | -3 | -3 | 3 | / | 0
E-selectin induc | -0.1 | 0.3 | / | 0.2 | -0.2 | 4.2 | -0.3
